Lipid storage S3 – qHTS Assay for Lipid Storage Modulators in Drosophila S3 Cells. Drosophila S3 cells, BODIPY lipid droplet fluorescence, 18-24 h; cells fed with added oleic acid. lipid storage change, negative = inhibition, % at the top dose, mostly 46.1 µM; hits show Potency in µM. 320,000 tested, 0.64% active; active = well fitted inhibition curve with a large enough effect in the signal ratio, with a control signal flat, not every such curve was filed as active; inconclusive = small, poorly fitted or top-dose-only effect, or effect the other way, or a change in a side signal; the % refers to the signal ratio
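Drosophila S3 cells got compounds at several concentrations plus oleic acid (400 uM solution). Laser-scanning cytometry with 488 nm excitation read lipid droplets at 500-530 nm and cells at 575-640 nm. Percent activity was relative to 20 uM Triacsin C.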
Lipid storage S3 cell count max – further read-out of Lipid storage S3, marked with its call; cell number change, %; measured here: cell count max response;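 cells counted by Cell Tracker Red CMTPX staining in the red channel; peak over a dose series mostly up to 46.1 µM; percent activity relative to internal control wells on each plate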
* = called active by the depositor; i = inactive; u = inconclusive; x = not tested or not shown. % is scaled to controls: 0 for no effect and ±100 for the full control effect; potency is read from the fitted curve at half-maximal effect. Only part of the results is shown. The share of hits here may be higher or lower than overall.

Molecule	Lipid storage S3	Lipid storage S3 cell count max
Cc1nn(-c2nc3ccccc3[nH]2)c(N)c1-c1ccccc1	-6.3%	-16.5
O=c1c2ccccc2nc(CSc2nnnn2-c2ccccc2)n1-c1cccc(C(F)(F)F)c1	u	x
CCOC(=O)c1ccc(N2C(=O)c3n[nH]c(C)c3C2c2ccccc2)cc1 (stereo not given)	u	x
CC(=O)Nc1ccc(NC(=O)C(C)OC(=O)C2CCN(S(=O)(=O)c3ccc4c(c3)OCCO4)CC2)cc1 (stereo not given)	u	x
CN(C)C(=O)CN1C(=O)C2CCCCN2C(=O)c2ccccc21 (stereo not given)	u	x
COc1ccccc1N1C(=NC(=O)CCC2CCCC2)SC2CS(=O)(=O)CC21 (stereo not given)	i	-16.7
COC(=O)c1ccccc1NC(=O)N1c2ccccc2CC1C (stereo not given)	u	x
CCCCn1c(N)c(N(CCOC)C(=O)c2ccc(N3C(=O)CCC3=O)cc2)c(=O)[nH]c1=O	u	x
O=C(CCCC(=O)N(CC(=O)NC1CCCCC1)c1ccc(F)cc1)Nc1ccccn1	u	x
CCOC(=O)c1c(C)[nH]c(C)c1C(=O)CN1C(=O)NC2(CCC(C)CC2)C1=O (stereo not given)	u	x
Cc1csc(CN(C)C(=O)CC2C(=O)NCCN2Cc2ccc(-c3ccccc3)cc2)n1 (stereo not given)	u	x
Cc1ccc(C(=O)NCCSCc2ccccc2)cc1[N+](=O)[O-]	u	x
CCOC(=O)N1CCN(C(=O)CN(C)S(=O)(=O)c2ccc(OCC)cc2)CC1	u	x
COc1ccccc1C(=O)NCC(=O)OC(C)C(=O)NC(=O)NC1CCCCC1 (stereo not given)	u	x
N#CC1=C(N)Oc2cc(O)ccc2C1C1CCCCC1 (stereo not given)	-2.0%	-18.4
COc1ccc(/C=C(\C#N)C(=O)Nc2cc(S(=O)(=O)N3CCCCC3)ccc2N2CCCCC2)cc1	u	x
CC1CN(S(=O)(=O)c2cccc(C(=O)NCc3ccco3)c2)CC(C)O1 (stereo not given)	u	x
CCOCCOC(=O)NCCCCCCNC(=O)OCCOCC	u	x
Cc1cc(NS(=O)(=O)c2ccc(NC(=O)Nc3cccc(Cl)c3)cc2)no1	8.8%	1.4
CN1CCN(C(=O)c2cc3c(n(-c4ccccc4)c2=O)CC(C)(C)CC3=O)CC1	u	x
COc1ccc(C(=O)Nc2ccccc2-c2nnn(CC(=O)Nc3ccc4c(c3)OCCO4)n2)cc1	u	x
O=C(COC(=O)c1ccc(CO)cc1)NCc1cccs1	u	x
CC(C)=CC(=O)O[C@H]1[C@@H]2[C@H](C)C(=O)O[C@@H]2C[C@@H](C)[C@@H]2[C@@H](O)CC(=O)[C@]21C	u	x
CCOCC(=O)Nc1nc2ccccc2s1	4.9%	7.3
O=C(N=Nc1c(O)[nH]c2ccc(Br)cc12)c1cc(-c2cccc3ccccc23)n[nH]1	u	x
O=C(Nc1ccc(Cl)cc1C(=O)N1CCOCC1)c1cccc([N+](=O)[O-])c1	u	x
O=C(/C=C/c1ccccc1)N1c2ccccc2Sc2ccc(C(F)(F)F)cc21	i	2.2
O=C(O)c1ccc(Nc2nc3ccccc3nc2NS(=O)(=O)c2cccs2)cc1	u	x
COc1cc(C(O)P(=O)(OCC(C)C)OCC(C)C)cc(OC)c1OC (stereo not given)	5.8%	-15.1
O=C(OCc1ccccc1)C1CCCN1C(=O)c1ccccc1[N+](=O)[O-] (stereo not given)	-13.3%	x
CCOC(=O)C1=C(C)N=C2SC(CC)C(=O)N2C1c1cccc(F)c1 (stereo not given)	u	x
CCc1c(C)nc2ncnn2c1Nc1ccc(C#N)c(Cl)c1	u	x
CC(=O)c1ccc(Nc2c3c(nc4ccccc24)CCCC3)cc1	u	x
COc1ccccc1-n1c(-c2cn(C)nc2C)n[nH]c1=S	20.7%	12.7
CC[C@H](C)[C@H](NC(N)=O)C(=O)Nc1ccc(C)cc1	-0.5%	-5.5
CC(=O)Nc1ccccc1OCC(=O)NCCC1=CCCCC1	u	x
CCc1ccc(NC(=O)CNC(=O)c2cn(-c3ccccc3OC)c(=O)c3ccccc23)cc1	u	x
Cn1c(/C(C#N)=C(\O)c2ccc(Br)s2)nc2ccccc21	u	x
CN(Cc1ccccc1)S(=O)(=O)CCNC(=O)c1ccc2c(c1)OCO2	u	x
Cc1ccc(NC(=O)C2CCCN(S(=O)(=O)c3c(C)noc3/C=C/N(C)C)C2)cc1F (stereo not given)	u	x
O=C(NNc1c(Cl)cccc1Cl)c1sccc1Cl	7.5%	6.4
O=C(/C=C/c1ccc(O)c(O)c1)c1ccc(S(=O)(=O)N2CCCCCC2)cc1	u	x
COc1ccccc1C1CC(c2ccc(C)cc2)Nc2ncnn21 (stereo not given)	i	x
COCCSc1nnc(NC(=O)C2CC(=O)N(c3ccc(OC)cc3)C2)s1 (stereo not given)	-9.0%	-8.9
O=C(NCCc1ccccc1)c1nc2ncccn2n1	u	x
COc1cccc(C(=O)OC2CCCN(C)C2)c1 (stereo not given)	23.1µM*	-20.8*
O=C(OCCN1C(=O)c2ccccc2C1=O)C1CC(O)CN1S(=O)(=O)c1ccc(Cl)cc1 (stereo not given)	u	x
COc1cc(CO)ccc1Oc1nc2ccccc2n2cnnc12	11.6%	15.7
CCOC(=O)Nc1ccc2c(c1)ncn2C1CCCCC1	u	x
COc1ccccc1Nc1nc(N)nc(CSC(=S)N2CCOCC2)n1	-15.4%	-9.2
CCOc1ccc(-c2nnc(NC(=O)C3CCCC3)o2)cc1	u	x
Nn1c(SCC(=O)NC2CCS(=O)(=O)C2)nc2scc(-c3ccccc3)c2c1=O (stereo not given)	u	x
Cc1cc(OCC(=O)Nc2sc3c(c2C#N)CC(C)(C)NC3(C)C)c(C(C)C)cc1Cl	u	x
C=CCn1c(SCC(=O)NC2CCS(=O)(=O)C2)nnc1-c1ccncc1 (stereo not given)	u	x
COc1cccc(NC(=O)CN(c2cccc(OC)c2)S(C)(=O)=O)c1	u	x
O=C(OCCN1CCN(c2ncc(C(F)(F)F)cc2Cl)CC1)c1ccc(F)cc1	u	x
O=C(CC(NCCc1ccccc1)C(=O)O)Nc1ccc(O)cc1 (stereo not given)	u	x
O=C(Cn1c(C(=O)N2CCN(C3CCCCC3)CC2)cc2sccc21)c1ccccc1	u	x
COc1cccc(Cn2c(NCc3cccnc3)nc3c2c(=O)n(C)c(=O)n3C)c1	-12.8%	-4.1
Cc1nc(Cl)sc1C(=O)Nc1ccccc1	u	x

(listing goes on)
Molecule	Lipid storage S3	Lipid storage S3 cell count max
CCOCCc1nn2c(=O)cc(CSCC(=O)Nc3cc(C)cc(C)c3)nc2s1	u	x
CC(C)Oc1ccccc1C1Nc2ccccc2C(=O)N1c1ccc2c(c1)OCCO2 (stereo not given)	u	x
COc1ccc(C2C(=O)N(CCc3ccccc3)CC(=O)N2C2CCCC2)cc1 (stereo not given)	-6.5%	-8.5
COc1ccc(CCNC(=O)c2cnc3ccccc3n2)cc1	i	13.9
O=C(Cn1ncc2c([nH]c3ccccc32)c1=O)N1CCN(c2ccc(F)cc2)CC1	u	x
O=C(CS(=O)(=O)c1cn(Cc2ccc(F)cc2)c2ccccc12)N1CCCCC1	6.3%	8.6
Cc1cc2c(N=NC(=O)C3CC3c3ccccc3)c(O)[nH]c2cc1Br (stereo not given)	u	x
CCc1ccccc1NC(=O)CN1CCN(C(=O)CCC(=O)N2CCC(c3ccccc3)=N2)CC1	u	x
CCCONC(=O)Nc1ccccc1[N+](=O)[O-]	3.5%	5.9
Cn1c(Cc2csc(N)n2)nnc1SCC(=O)NC1CCCCC1	13.8%	15.9
CCOC(=O)c1ccc(NC(=O)COc2ccc(CNCCO)cc2OCC)cc1	u	x
COc1ccccc1CCC(=O)NNC(=O)c1ccc(Br)cc1	i	8.8
Cc1noc(C)c1C(=O)Nc1nnc(-c2ccccc2)s1	u	x
O=C(c1ccc(S(=O)(=O)N2CCOCC2)cc1)N1CCN(c2ccccc2F)CC1	u	x
O=C(Nc1ccnn1C1CCN(C(=O)c2cnsn2)CC1)c1cccc(F)c1	u	x
CCCCOc1ccc(C(=O)NCC(=O)OC2CCOC2=O)cc1 (stereo not given)	u	x
O=C1C2Sc3[nH]c(=O)sc3C(c3cc([N+](=O)[O-])ccc3O)C2C(=O)N1c1ccccc1 (stereo not given)	u	x
O=S(=O)(Nc1ccccc1)c1ccc(NS(=O)(=O)c2cccs2)cc1	u	x
COc1cccc(N(CC(=O)NCCSc2ccccc2)S(C)(=O)=O)c1	u	x
COc1cc(/C=N/NC(=O)c2ccc3ccccc3c2)ccc1Oc1ccc([N+](=O)[O-])cn1	11.8%	-13.8
O=C(CCCN1C(=O)C(c2ccccc2)Oc2cccnc21)NCc1ccc(F)cc1 (stereo not given)	u	x
CCOc1ccc(NS(=O)(=O)c2ccc(C(=O)N(C)Cc3cccc(OC)c3OC)cc2)cc1	u	x
CCC(C)(C)C1CCC2(CC1)NC(=O)N(CC(=O)N(C)CC(=O)Nc1ccccc1C(F)(F)F)C2=O (stereo not given)	u	x
O=C(c1ccc([N+](=O)[O-])o1)N(Cc1nnc(-c2ccccc2Cl)o1)C1CC1	u	x
Cc1ccccc1OCC(=O)OCC(=O)NCc1ccco1	u	x
COCCCNCCCOc1ccc(C(C)(C)c2ccccc2)cc1	u	x
COc1cccc(/C=C2\SC(=O)NC2=O)c1OCc1ccc(C(=O)O)cc1	u	x
O=C(O)C(c1ccccc1)N1C(=O)c2cccc3cccc(c23)C1=O (stereo not given)	-16.9%	-3.9
COc1cccc(C(C)NC(=S)NCc2ccc(F)cc2)c1 (stereo not given)	1.4%	12.4
O=C(CSCc1ccc(F)cc1)Nc1ccc(F)cc1	0.1%	14.6

Record cards, from the list above.
Shown for COc1cccc(/C=C2\SC(=O)NC2=O)c1OCc1ccc(C(=O)O)cc1 → Lipid storage S3 = u; Lipid storage S3 cell count max = x
Shown for O=C1C2Sc3[nH]c(=O)sc3C(c3cc([N+](=O)[O-])ccc3O)C2C(=O)N1c1ccccc1 (stereo not given) → Lipid storage S3 = u; Lipid storage S3 cell count max = x
Shown for COc1cc(/C=N/NC(=O)c2ccc3ccccc3c2)ccc1Oc1ccc([N+](=O)[O-])cn1 → Lipid storage S3 = 11.8%; Lipid storage S3 cell count max = -13.8

New compounds follow
Molecule	Lipid storage S3	Lipid storage S3 cell count max
O=C(CCc1nnc(CCCc2ccccc2)o1)NCC(F)(F)F	2.4%	6.5
CCN(C(=O)c1cc2cc3ccc(C)cc3nc2o1)c1ccc(OC)cc1	u	x
COc1ccc(-c2cc(C(=O)Nc3nc4ccccc4s3)c3ccccc3n2)cc1OC	24.3%	2.3
Cc1cccc(NC(=O)CC(C)(C)C)c1	u	x
CCC(C(=O)NC1CCCC1)N(C(=O)Cn1nnc(-c2ccc(C)o2)n1)c1ccc(OC)cc1 (stereo not given)	u	x
Cn1c(=O)[nH]c(=O)c2c1nc(N1CCNCC1)n2Cc1cccc2ccccc12	i	x
CCN1CCN(C(=O)Cn2nc(C)n3c(cc4c(OC)cccc43)c2=O)CC1	i	5.9
Cc1noc(C)c1C(=O)Nc1nc2ccc(F)cc2s1	u	x
CCCCOc1ccc(Cc2c(COCC)[nH]c(=S)[nH]c2=O)cc1	10.2%	-2.0
CCCCNC(=O)CN1CCC2(O)CCCCC2C1c1ccccc1OC (stereo not given)	22.1%	-12.2
COC(=O)c1sc2ccccc2c1N	i	14.2
CCCc1cc(=O)[nH]c(SCC(=O)N2CCN(S(=O)(=O)c3ccc(C)cc3)C2)n1	8.4%	-4.9
COc1ccccc1NC(=O)c1nn(-c2ccccc2)ccc1=O	u	x
COC(=O)CSc1snnc1-c1ccc(Cl)cc1Cl	u	x
CCn1c(C)c(C)c2cc(C(=O)NCCN3CCCCCC3)ccc21	u	x
COc1ccc(NC(=O)Nc2nc(C)cc(C)n2)c(OC)c1	1.3%	-20.0
CC12CCC(=O)N1C(C(=O)NNC(=O)COc1ccccc1Cl)CS2 (stereo not given)	11.0%	-1.0
CCc1ccc2c(CN(C)Cc3ccc(OC(F)F)c(OC)c3)cc(=O)oc2c1	u	x
Cc1cccc(C(=O)OCc2cc3ccccc3[nH]c2=O)c1	u	x
COc1ccccc1C(CNC(=O)C(CCSC)NS(=O)(=O)c1ccccc1F)N1CCCC1 (stereo not given)	u	x
Clc1ccc(-n2ncc3c(NCCCn4ccnc4)ncnc32)cc1	u	x
COc1c[nH]n(C2CCCCC2)c(=O)c1=O	u	x
CN(CCO)C(=O)c1c(NC(=O)c2ccccc2)sc2c1CCCC2	u	x
O=C(COC(=O)C1CCC1)NCc1ccc(F)cc1	u	x
COc1ccccc1/C=C/C(=O)OCC(=O)NCCC1=CCCCC1	u	x
Clc1cc2c(c(Cn3cnc4ccccc43)c1)OCOC2	-0.7%	-8.0
COc1cc(C(=O)NC2Cc3ccccc3C2)ccc1OC1CCN(C(C)=O)CC1	u	x

Three of the entries above in order of their number in Lipid storage S3 cell count max, rising:
Molecule	Lipid storage S3	Lipid storage S3 cell count max
COc1ccc(NC(=O)Nc2nc(C)cc(C)n2)c(OC)c1	1.3%	-20.0
Clc1cc2c(c(Cn3cnc4ccccc43)c1)OCOC2	-0.7%	-8.0
CC12CCC(=O)N1C(C(=O)NNC(=O)COc1ccccc1Cl)CS2 (stereo not given)	11.0%	-1.0

Screening data: PubChem, National Center for Advancing Translational Sciences (NCATS)
